Bioassay records from PubChem BioAssay.
M5 antag: antagonists of human muscarinic M5 receptor (CHRM5) | P08912 | AID 624040 | actives 0.59% (n = 360,000) | inhibition, % at 3 µM | CHO-hM5 cells, Fluo-8 calcium fluorescence, ACh EC80;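 active = inhibition above a per-plate cutoff, the mean of that plate's test compounds plus 3 SD, cut at about 27% in these data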;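 also: 0% = acetylcholine EC80 with DMSO and 100% = DMSO without agonist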
CHRM4 PAM: positive allosteric modulators of human muscarinic M4 receptor | P08173 | CHO-K1 hM4/Gqi5, Fluo-8 calcium fluorescence, ACh EC20; 0% = ACh EC20, 100% = maximal ACh | activation, % at 3 µM | actives 0.4% (n = 360,000) | AID 624126;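 active = activation above its plate's cutoff, the mean activation of sample wells plus 3 SD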; also: some results filed as inactive read as strong as hits
Target sequence (P08173 whole entry, looked up): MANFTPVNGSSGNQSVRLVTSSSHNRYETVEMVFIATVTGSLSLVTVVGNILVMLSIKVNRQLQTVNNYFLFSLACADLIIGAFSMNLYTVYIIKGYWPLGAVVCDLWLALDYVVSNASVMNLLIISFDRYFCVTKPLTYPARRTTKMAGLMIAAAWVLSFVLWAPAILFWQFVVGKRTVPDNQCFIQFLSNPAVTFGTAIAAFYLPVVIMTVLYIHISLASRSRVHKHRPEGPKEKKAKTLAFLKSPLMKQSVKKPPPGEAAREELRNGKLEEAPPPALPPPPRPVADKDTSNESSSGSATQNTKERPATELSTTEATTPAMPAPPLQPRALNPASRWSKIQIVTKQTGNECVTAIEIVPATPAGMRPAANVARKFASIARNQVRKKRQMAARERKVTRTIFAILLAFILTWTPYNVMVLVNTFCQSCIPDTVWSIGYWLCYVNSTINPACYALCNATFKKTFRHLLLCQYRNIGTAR
CHRM1 PAM: positive allosteric modulators of human M1 muscarinic receptor. activation, % at 3 µM. CHO-K1 hM1, Fluo-8 calcium fluorescence, ACh EC20; 0% = ACh EC20, 100% = maximal ACh. actives 0.088% (n = 360,000). AID 588819; in the data active = activation above about 19%, passing the limit was not always enough
Target sequence (P11229 whole entry, looked up): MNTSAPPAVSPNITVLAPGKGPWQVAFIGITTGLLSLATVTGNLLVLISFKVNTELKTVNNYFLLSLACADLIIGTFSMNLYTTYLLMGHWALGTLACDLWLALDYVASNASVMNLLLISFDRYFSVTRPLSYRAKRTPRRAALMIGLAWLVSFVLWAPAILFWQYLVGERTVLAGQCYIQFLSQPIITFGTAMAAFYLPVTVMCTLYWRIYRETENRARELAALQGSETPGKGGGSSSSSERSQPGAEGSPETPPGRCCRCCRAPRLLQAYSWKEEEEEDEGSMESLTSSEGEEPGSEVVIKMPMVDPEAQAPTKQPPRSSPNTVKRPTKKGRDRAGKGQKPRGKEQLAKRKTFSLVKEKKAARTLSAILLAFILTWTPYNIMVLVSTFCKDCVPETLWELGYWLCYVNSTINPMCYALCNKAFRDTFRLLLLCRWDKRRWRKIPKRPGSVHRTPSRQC
CRFBP-R2 block: blocks CRF-induced signaling of the CRF-BP/CRF-R2 complex | HEK293 CRF-R2/CRF-BP, CRF-induced calcium fluorescence | AID 588475 | actives 0.59% (n = 350,000) | inhibition, % at 11.8 µM;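 active = inhibition of the ligand-induced calcium signal above about 50% at the single tested concentration, limit read from the data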
M4 antag: antagonists of human muscarinic M4 receptor (CHRM4); actives 0.73% (n = 360,000); inhibition, % at 3 µM; P08173; CHO-hM4 cells, ACh EC80, Fluo-8 calcium fluorescence;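 active = inhibition above its plate's cutoff, the mean inhibition of sample wells plus 3 SD, cut at about 27% in these data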;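 also: 0% = acetylcholine EC80 with DMSO and 100% = DMSO without agonist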
M4 ag: agonists of human muscarinic M4 receptor (CHRM4); CHO-K1 hM4/Gqi5, Fluo-8 calcium fluorescence; vehicle 0%, full acetylcholine response 100%; activation, % at 3 µM; AID 624127; actives 0.14% (n = 360,000);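 active = activation above the run mean over all test wells plus 3 SD, cut at about 32% in these data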;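 also: peak over basal fluorescence ratio per well then scaled between controls; 0% = DMSO wells and 100% = acetylcholine at EC100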
M5 ag: agonists of human muscarinic M5 receptor (CHRM5) | P08912 | CHO-K1 hM5 cells, Fluo-8 calcium fluorescence; 0% DMSO wells, 100% maximal acetylcholine response | activation, % at 3 µM | actives 0.19% (n = 360,000) | AID 624037;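 active = activation above the run's mean over test compounds plus 3 SD, cut at about 23% in these data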;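 also: signal is peak over basal fluorescence ratio across the kinetic read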
CRFR2-BP ag: agonists of human CRF-binding protein/CRF-R2 receptor complex. HEK293 CRF-R2/CRF-BP, calcium dye fluorescence (FLIPR); percent of saturating CRF peptide response. activation, % at 13.2 µM. actives 0.46% (n = 350,000). AID 588473;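 active = activation of at least 50%, plus an integration ratio under a set limit after plate pattern correction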;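 also: plate controls were neutral control wells without compound for no effect and CRF at EC100 for full effect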
M5 PAM: positive allosteric modulators of human muscarinic M5 receptor; P08912; CHO-K1 hM5, Fluo-8 calcium, ACh EC20 PAM; 0% = ACh EC20, 100% = ACh EC100; activation, % at 3 µM; actives 0.3% (n = 360,000);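 active = activation above the run cutoff, the mean activation of all test compounds plus 3 SD, cut at about 18% in these data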
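system = human M5 receptor in CHO-K1 cells | compound = one concentration, 3 µM final (nominal) | schedule = Post-acetylcholine fluorescence recording 140 s | signal = Fluo-8 calcium dye fluorescence, kinetic read | benchmarks = low control EC20 acetylcholine (0%), high control EC100 acetylcholine (100%) | repeats = singlicate, one well per test compound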
* marks the source's active call; other numbers are inactive results; / = not tested or not shown.

Fields: M5 antag	CRFR2-BP ag	M4 ag	M5 ag	CRFBP-R2 block	M5 PAM	CHRM4 PAM	CHRM1 PAM	M4 antag
O=C1c2ccccc2C(=O)N1CCCc1nc(-c2ccccc2)no1
 : -9	-1.4	2	-1	-3	10	8	6	-9
O=C(CNC(=O)c1ccccc1)NCC(=O)OCc1ccccc1Cl
 : 8	0.7	0	-1	9	-1	6	5	4
O=C(Nc1ncccn1)C1=C(O)c2ccccc2S(=O)(=O)N1Cc1ccccc1
 : 4	2.3	1	-2	2	-6	-2	1	1
Cc1ccc(CNC(=O)C2CCC(=O)N2C(C)C)cc1 (configuration not stated)
 : -3	0.6	1	-5	4	6	5	5	4
CC(=O)Nc1ccc(Nc2nc(Cl)nc(Nc3ccc(NC(C)=O)cc3)n2)cc1
 : -3	-3.7	1	3	5	9	2	13	-8
CCCCn1c(N)c(N(CCOC)C(=O)C2CCN(S(=O)(=O)c3ccccc3)CC2)c(=O)[nH]c1=O
 : 20	0.5	0	-1	13	-3	0	7	3
COC(OC)c1ccc(C#N)c(SCc2ccc(C)cc2)n1
 : -8	-0.4	-2	-6	8	2	4	6	-8
CCOC(=O)c1c(NC(=O)C(C)Sc2cn(C)c3ccccc23)sc2c1CCC2 (configuration not stated)
 : 1	1.9	0	2	-1	-3	-3	-1	1
CCCOc1ccc(F)cc1-c1cc(C(=O)Nc2ccc(C(C)C)cc2)[nH]n1
 : 9	/	-1	0	/	-6	-3	5	2
COc1ccc2ccccc2c1/C=N/NC(=O)c1cccc(C)c1
 : -2	-2.1	1	-4	0	6	-2	10	1
COc1ccc(CCNC(=O)c2ccc(Cl)cc2)cc1
 : 8	-5.8	1	-1	-6	-9	0	0	3
Cc1cc(NCCCO)n2c(nc3ccccc32)c1C#N
 : 5	-3.5	1	0	4	-2	2	-4	4
O=C(NC1CCCC1)C(c1ccsc1)N(C(=O)Cc1cccs1)c1ccccc1 (configuration not stated)
 : 0	5.1	4	1	-23	0	7	7	-20
NC(=O)C1CCN(C(=O)CCc2ccsc2)CC1
 : -10	3.1	1	-2	3	9	2	12	-6
Cc1ccc(NC(=O)CCC(=O)OCC(=O)c2ccc(Oc3ccc([N+](=O)[O-])cc3)cc2)cc1C
 : 10	-1.6	7	2	14	-9	-17	-11	10
O=C(OCC(=O)N1CCc2ccccc2C1)c1ccc(OC(F)F)cc1
 : 7	-0.1	2	-7	9	-9	5	13	0
CS/C(N)=N/N=C/c1cc(Br)cc(Br)c1O
 : 9	0.3	2	4	-21	4	-1	5	-6
CCC(=O)c1ccc(OCC(=O)OCC(=O)Nc2ccc(C)c(S(=O)(=O)N3CCCCC3)c2)cc1
 : 18	-0.3	31	6	-2	-33	-9	-17	10
COc1ccc(OC)c(-c2csc(NC(=O)Cc3ccccc3)n2)c1
 : 17	1.3	14	-5	9	-15	-14	-9	-26
c1ccc(Nc2c3c(nc4ncnn24)CCC3)cc1
 : -11	0.8	2	3	1	12	0	2	5
COc1cccc(CN2CCN(Cc3ccc4c(c3)OCCO4)CC2CCO)c1 (configuration not stated)
 : -2	-1.6	1	-2	6	2	-10	11	9
CC1(C)CC2CC(C)(CN2/C=C2/CCCCC2=O)C1 (configuration not stated)
 : 10	-1.1	0	1	115*	1	-4	11	1
C#CCOCCOCCOCCNc1nc(N2CCN(C(=O)[C@H]([C@@H](C)CC)n3cc([C@@H](N)Cc4ccc(O)cc4)nn3)CC2)nc(N2CCN(C(=O)[C@H]([C@@H](C)CC)n3cc([C@@H](N)CC(C)C)nn3)CC2)n1
 : 17	-2.8	1	-5	6	-3	1	-3	9
Cc1cc(C)nc(/N=C(\N)N(Cc2ccccc2)Cc2ccccc2)n1
 : 92*	9.4	6	-9	29	-23	-22	-33	39*
O=C(COC(=O)c1cnccn1)NC(=O)c1ccccc1
 : 4	0.3	0	4	-8	2	6	11	-1
COC(=O)C(Cc1ccccc1)NC(=O)CNS(=O)(=O)c1ccc(Br)cc1 (configuration not stated)
 : 0	-0.9	0	-2	0	-2	-1	6	-5
Cc1cc(Br)cn2c(Cc3ccccc3)c(-c3cccc(Br)c3)nc12
 : 2	/	1	0	/	-2	0	-4	-1
Cc1cn(C(=O)CN2C(=O)c3ccccc3C2=O)c(C)n1
 : 2	32	0	-2	-5	5	6	5	1
CCN(CC)S(=O)(=O)c1ccc(OC)c(NC(=O)c2ccc(-n3cncn3)c([N+](=O)[O-])c2)c1
 : 3	-0.6	3	0	1	6	5	6	-5
C=CCn1c(SCC(=O)N2CCOCC2)nnc1C(C)NC(=O)c1ccccc1 (configuration not stated)
 : 6	1.1	1	-2	-2	3	13	13	-3
CCC(=O)n1nc(-c2ccc(OC)cc2)nc1N
 : -5	0.1	-1	-3	12	4	5	8	11
O=C(Nc1ccnn1C1CCN(C(=O)c2ccc(Cl)c(F)c2)CC1)C1CCOC1 (configuration not stated)
 : 16	-1.0	1	-5	6	0	8	5	5
CC(CCc1ccco1)NC(=O)Cn1ncc2c(=O)oc3ccccc3c21 (configuration not stated)
 : -1	-6.4	2	2	27	-3	3	17	-18
Fc1ccc(Oc2ncccn2)c(F)c1
 : 4	-0.9	0	-3	4	3	0	6	-7
COc1cc2c(cc1OC)C(c1cc3cc(OC)c(OC)cc3[nH]c1=O)N(C(=O)C1CC1)CC2 (configuration not stated)
 : 10	3.6	0	-3	11	-7	1	7	-1
Cc1cccc(N2CCN(c3ccc4cc(S(=O)(=O)N5CCCCC5)ccc4n3)CC2C)c1 (configuration not stated)
 : -6	1.1	1	0	9	5	-3	5	5
O=C(NCc1ccco1)C1CCCN1C(=O)Nc1ccccc1Cl (configuration not stated)
 : 7	0.1	0	-2	5	2	-3	3	-7
COc1ccc(C(=O)NC2=NCCS2)cc1
 : 2	-0.2	2	-1	-8	0	-2	5	6
O=C(Nc1nccs1)c1ccc(Br)c(S(=O)(=O)N2CCOCC2)c1
 : -6	0.4	5	5	-1	9	8	3	5
Cc1c(Cl)cccc1NC(=O)CCC(=O)NNC(=O)c1ccccc1
 : -4	-0.1	0	-1	30	0	4	8	0
COc1ccc(-n2cnnc2SCC(=O)NCc2cccs2)cc1
 : -1	1.0	0	-2	-12	-3	0	2	13
CCc1ccc2nc(N(CCCN(C)C)C(=O)c3ccc(C(=O)c4ccccc4)cc3)sc2c1
 : 4	4.7	15	-5	-28	-9	-5	-1	-2
O=C(c1ccc(Sc2ccccc2)c([N+](=O)[O-])c1)N1CCOCC1
 : 5	-2.9	1	-2	23	-3	1	8	-2
Cc1ccccc1OCc1csc(N)n1
 : 5	0.2	0	-3	0	-3	-4	0	3
CC(C)(C)NC(=O)NC(=O)COC(=O)Cn1c(C(F)(F)F)nc2ccccc21
 : -4	1.3	7	-4	7	-22	-1	0	-7
O=C1NC(c2ccc(F)cc2)Oc2ccccc21 (configuration not stated)
 : 3	1.9	0	1	-14	-2	-6	1	5
COc1ccc(NC(=O)COC(=O)CCc2nc3ccccc3c(=O)[nH]2)c(OC)c1
 : -6	0.7	0	1	1	4	3	6	-14
COc1ccccc1Cc1c(C(C)(C)C)nc2ccc(C)cn12
 : -2	/	0	-8	/	-6	-6	-6	-20
Nc1nnn(CC(=O)N/N=C/c2cccc3ccccc23)n1
 : 24	-1.0	1	9	7	18*	3	-4	5
CC(NC(=S)Nc1ccccc1)C(c1cccs1)N1CCOCC1 (configuration not stated)
 : 2	1.9	2	0	3	1	-3	3	0

Given with bars between the fields: part of the list above.
structure | M5 antag | CRFR2-BP ag | M4 ag | M5 ag | CRFBP-R2 block | M5 PAM | CHRM4 PAM | CHRM1 PAM | M4 antag
O=C1NC(c2ccc(F)cc2)Oc2ccccc21 (configuration not stated) | 3 | 1.9 | 0 | 1 | -14 | -2 | -6 | 1 | 5
COc1ccc(NC(=O)COC(=O)CCc2nc3ccccc3c(=O)[nH]2)c(OC)c1 | -6 | 0.7 | 0 | 1 | 1 | 4 | 3 | 6 | -14

Remaining list, next part:
Fields: M5 antag	CRFR2-BP ag	M4 ag	M5 ag	CRFBP-R2 block	M5 PAM	CHRM4 PAM	CHRM1 PAM	M4 antag
C[C@@H]1CN([C@@H](C)CO)C(=O)c2cc(Br)cnc2O[C@H]1CN(C)C(=O)Nc1ccc(F)cc1
 : 20	-1.4	1	0	1	-6	2	11	3
Cc1ccc(S(=O)(=O)N(C)C[C@@H]2OCc3cnnn3CCCC(=O)N([C@@H](C)CO)C[C@@H]2C)cc1
 : -1	7.2	0	0	2	1	1	6	-3
COc1cc(C(=O)NCC2CCCO2)ccc1OCc1ccc(Cl)cc1Cl (configuration not stated)
 : -1	-0.6	5	-3	12	-4	0	0	1
Oc1[nH]c2ccc(Br)cc2c1N=NC(=S)N1CCOCC1
 : 17	-0.9	0	-14	-18	-20	-4	0	4
CCn1c(C)c(C)c2cc(C(=O)NCCCN3CCCCC3C)ccc21 (configuration not stated)
 : -1	-3.3	0	-10	3	-1	-3	-2	-7
S=C(NC1CCCCC1)N1CCN(C/C=C/c2ccccc2)CC1
 : 1	-0.2	7	-1	-38	-6	-2	-8	2
CCOc1ccccc1C(O)C1=CC(=O)c2ccccc2C1=O (configuration not stated)
 : 12	-0.1	1	3	-10	-9	5	2	0
Cn1ccs/c1=N\S(=O)(=O)c1ccc(F)cc1
 : 2	-1.6	1	-4	-1	0	3	9	-2
O=C(/C=C/c1ccc(Br)cc1)NCCCn1ccnc1
 : 9	-0.7	-1	-5	-4	-5	-3	13	13
COc1ccc(CN2CN(c3ccc(Cl)cc3)C(=O)N(n3cnnc3)C2)cc1
 : -2	-1.1	0	-2	-16	8	-4	5	11
